MRP1 act: activators of MRP-1; actives 0.61% (n = 140,000); H69AR cells + doxorubicin, viability rescue, CellTiter-Glo; AID 799; viability increase, % at 10 µM;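 active = viability gain under doxorubicin at or above a set limit, the compound median plus 3 SD, cut at about 4.7% in these data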;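 note: MRP-1 overexpressing cells given doxorubicin 25 µM after compound pretreatment; 18-22 h compound pretreatment then 72 h with doxorubicin before readout; 0% = doxorubicin-only wells and 100% = vehicle-treated cells without doxorubicin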
bCat KO growth: beta-catenin-lacking colon tumor cell growth suppression; actives 1.5% (n = 140,000); viability, % at 10 µM; AID 818; HCT116 beta-catenin knockout viability, CellTiter-Glo, 60 h; stronger effect = lower value;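 active = viability at or under a set limit, the compound median less 4 SD, cut at about 6% in these data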;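 note: 0% = Hyamine 1622 control at 20 µM and 100% = untreated cell control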
Yeast lifespan up: yeast lifespan extension; S. cerevisiae growth with nicotinamide, OD615; deaD strain in restrictive glucose medium; inhibition of the nicotinamide effect, % at 10 µM; actives 0.68% (n = 130,000);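 active = inhibition above a set limit, placed 3 SD over the median of all compounds, cut at about 26% in these data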;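 note: 0% = nicotinamide-treated wells and 100% = cells grown without nicotinamide; some compounds called inactive have numbers as strong as hits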
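System: DeaD-strain S. cerevisiae / Buffer or medium: CSMM-D, restrictive glucose (dextrose) synthetic minimal medium / Probe or stimulus: nicotinamide, 1.5 mM, co-present with compound / Compound: one concentration, 10 µM, DMSO 0.25% / Incubation: 48 h compound exposure at 30 °C, humidified / Technique: optical density (absorbance) at 615 nm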
NPY-Y2 antag: blocks the human neuropeptide Y Y2 receptor; P49146; NPY-Y2 expressing cells, antagonist mode; inhibition, % at 2.7 µM; actives 0.99% (n = 140,000); AID 793; in the data active = inhibition above about 17%;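 note: 0% = vehicle with agonist challenge and 100% = reference antagonist with challenge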
Target sequence (P49146 whole entry, looked up): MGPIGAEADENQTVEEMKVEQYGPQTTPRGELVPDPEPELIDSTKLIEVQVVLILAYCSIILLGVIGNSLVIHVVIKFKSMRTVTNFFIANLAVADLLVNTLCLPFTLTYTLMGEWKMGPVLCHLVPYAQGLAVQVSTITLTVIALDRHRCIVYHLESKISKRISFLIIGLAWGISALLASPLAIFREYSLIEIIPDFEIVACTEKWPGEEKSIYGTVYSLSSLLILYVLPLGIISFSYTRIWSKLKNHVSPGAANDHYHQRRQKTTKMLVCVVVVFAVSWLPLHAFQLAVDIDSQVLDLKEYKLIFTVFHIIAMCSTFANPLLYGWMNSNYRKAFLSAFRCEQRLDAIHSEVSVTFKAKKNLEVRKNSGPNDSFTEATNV
GALR2 antag: blocks the human galanin receptor 2 | GALR2-expressing cells, antagonist mode | inhibition, % at 4 µM | actives 0.39% (n = 140,000); in the data active = inhibition above about 27%;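 note: cells stimulated with galanin 1-16 at roughly its EC80; 0% = agonist challenge control and 100% = basal control without agonist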
Target sequence (O43603 whole entry, looked up): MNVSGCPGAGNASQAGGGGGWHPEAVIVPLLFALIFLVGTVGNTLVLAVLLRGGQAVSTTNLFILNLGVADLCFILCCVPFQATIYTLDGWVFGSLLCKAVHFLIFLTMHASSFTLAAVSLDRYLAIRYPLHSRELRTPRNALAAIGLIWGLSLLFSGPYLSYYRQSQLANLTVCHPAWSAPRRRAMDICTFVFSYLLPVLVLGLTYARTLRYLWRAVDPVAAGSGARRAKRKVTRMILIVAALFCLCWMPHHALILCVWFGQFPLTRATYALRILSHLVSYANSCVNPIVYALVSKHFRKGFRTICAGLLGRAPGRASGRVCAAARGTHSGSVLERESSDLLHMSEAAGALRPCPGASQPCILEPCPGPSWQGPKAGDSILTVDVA
E-sel TNF inh: blocks E-selectin expression induced by TNF alpha. HUVEC TNFa-induced E-selectin immunofluorescence, high content. inhibition, % at 2 µM. actives 0.71% (n = 120,000). AID 1246;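 active = inhibition above the batch mean plus 3 SD, and confirmed as a hit on visual image review, cut at about 43% in these data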;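 note: 0% = TNF-stimulated DMSO wells and 100% = unstimulated control wells; not every result past the cut was called active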
Yeast growth inh: chemicals that inhibit yeast BB579 growth in restrictive medium (lifespan-shortening candidates); inhibition, % at 10 µM; AID 804; actives 0.51% (n = 140,000); S. cerevisiae BB579 growth, OD615, 48 h;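 active = inhibition above a set limit, 3 SD over the mean compound inhibition, cut at about 44% in these data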; note: inactives centre near -24
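test system = yeast BB579 (DeaD) | buffer or medium = restrictive CSMM-D medium | doses = single compound dose of 10 µM, 0.25% DMSO final | times = 4 h preincubation and 48 h exposure at 30 °C | technique = culture absorbance at 615 nm | benchmarks = amphotericin B 10 µg/mL, positive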
Measles CPE: protection of cells from measles virus; actives 1.5% (n = 140,000); Measles virus-infected cells, CPE protection, absorbance; protection (pct of control), % at 4 µM; in the data active = protection mostly above about 24%, no sharp cut-off; inactive = mostly below about 26%; note: some compounds called inactive have numbers as strong as hits
HCT116 PTEN-null: growth suppressors of cells with PTEN tumor suppressor deletion; AID 827; actives 1.2% (n = 140,000); viability, % at 10 µM; HCT116 PTEN-null viability, CellTiter-Glo, 60 h; stronger effect = lower value;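 active = viability at or below a set limit, 4 SD under the median of all tested compounds, cut at about 3.7% in these data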;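 note: PTEN knockout HCT116 line with beta catenin targeted HCT116 as companion control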
Phagocyt inh: inhibitors of macrophage phagocytosis; actives 0.07% (n = 110,000); J774A.1 macrophage IgG-bead phagocytosis, imaging; AID 1029; inhibition, % at 5 µM;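 active = inhibition above the mean of the plate negative controls plus 5 SD, cut at about 13% in these data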;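 note: phagocytic index as fraction of beads internalized from green versus red external bead signal; plate controls were DMSO negative control for no effect and cytochalasin-D positive control for full effect; some results beyond the cut were filed as inactive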
Active calls of the source: *.

Screening Cc1ccc(C)c(N(CC(=O)N/N=C/c2ccc(-c3ccc([N+](=O)[O-])cc3)o2)S(=O)(=O)c2ccccc2)c1 returned MRP1 act 3.3, bCat KO growth 90, Yeast lifespan up 4, NPY-Y2 antag 2, GALR2 antag 14, Yeast growth inh -48, Measles CPE 6, HCT116 PTEN-null 89 and Phagocyt inh -1.
O=C1c2ccccc2C(=O)N1CCn1nc(Cl)nc1Cl was read as MRP1 act 1.8, bCat KO growth 96, Yeast lifespan up -6, NPY-Y2 antag 0, GALR2 antag 4, E-sel TNF inh -20, Yeast growth inh 1, Measles CPE 9, HCT116 PTEN-null 95 and Phagocyt inh 1.
Screening O=C(c1ccco1)n1nc(NCc2ccccc2)nc1NCc1ccccc1 returned MRP1 act 0.3, bCat KO growth 88, Yeast lifespan up -5, NPY-Y2 antag 4, GALR2 antag 10, E-sel TNF inh -2, Yeast growth inh -20, Measles CPE 14, HCT116 PTEN-null 84 and Phagocyt inh 0.
`COc1ccccc1OCC(=O)NNC(=O)C(=O)N1CCCC1` gave MRP1 act 1.0, bCat KO growth 92, Yeast lifespan up -3, NPY-Y2 antag -2, GALR2 antag 3, Yeast growth inh -15, Measles CPE 18, HCT116 PTEN-null 93 and Phagocyt inh -10.
For COC(=O)c1sc(S(=O)(=O)Nc2ccc(C)cc2)c(C(=O)OC)c1C the results were MRP1 act 1.3, bCat KO growth 99, Yeast lifespan up 38*, NPY-Y2 antag 2, GALR2 antag 1, Yeast growth inh -41, Measles CPE 8 and HCT116 PTEN-null 93.
`COCC(C)n1c(C)cc(C(=O)CSc2nc3ccccc3c(=O)[nH]2)c1C` (stereo unspecified) gave MRP1 act -0.9, bCat KO growth 63, Yeast lifespan up -10, NPY-Y2 antag 2, GALR2 antag -1, E-sel TNF inh -12, Yeast growth inh 6, Measles CPE 13, HCT116 PTEN-null 58 and Phagocyt inh 1.
For CC(CN1CCOCC1)C(=O)c1ccccc1 (stereo unspecified) the results were MRP1 act -1.5, bCat KO growth 95, Yeast lifespan up -7, NPY-Y2 antag 5, GALR2 antag -3, E-sel TNF inh 0, Yeast growth inh -16, Measles CPE 36 and HCT116 PTEN-null 101.
COCCn1c(C)cc(C(=O)COC(=O)CNC(=O)c2ccccc2)c1C was read as MRP1 act -1.3, bCat KO growth 89, Yeast lifespan up -4, NPY-Y2 antag 1, GALR2 antag -6, E-sel TNF inh 7, Yeast growth inh -24, Measles CPE 1, HCT116 PTEN-null 94 and Phagocyt inh -6.
Screening Cc1ccc(NC(=O)c2cc(NC(=O)C3CC=CCC3C(=O)O)ccc2N2CCOCC2)cc1 (stereo unspecified) returned MRP1 act -3.8, bCat KO growth 100, Yeast lifespan up -9, NPY-Y2 antag 0, GALR2 antag 9, E-sel TNF inh -23, Yeast growth inh -35, Measles CPE 21, HCT116 PTEN-null 104 and Phagocyt inh 0.
For Cc1c(N)cc(C(=O)N2CCOCC2)cc1[N+](=O)[O-] the results were MRP1 act 0.3, bCat KO growth 107, Yeast lifespan up 7, NPY-Y2 antag 1, GALR2 antag 6, E-sel TNF inh 3, Yeast growth inh -12, Measles CPE 14, HCT116 PTEN-null 96 and Phagocyt inh -7.
Screening O=C(NCC1CCCO1)c1ccc2nc(N3CCCCC3)sc2c1 (stereo unspecified) returned MRP1 act 0.6, bCat KO growth 94, Yeast lifespan up -5, NPY-Y2 antag -2, GALR2 antag 13, E-sel TNF inh 32, Yeast growth inh -4, Measles CPE 2, HCT116 PTEN-null 114 and Phagocyt inh 0.
Screening O=C(CN1C(=O)C2CCCCC2C1=O)Nc1nc(-c2ccccn2)cs1 (stereo unspecified) returned MRP1 act 0.6, bCat KO growth 24, Yeast lifespan up 8, NPY-Y2 antag 1, GALR2 antag 0, E-sel TNF inh 28, Yeast growth inh -77, Measles CPE 14, HCT116 PTEN-null 26 and Phagocyt inh -1.
`COc1ccc2c(=O)c(-c3ccccc3)c(C)oc2c1` gave MRP1 act -1.3, bCat KO growth 100, Yeast lifespan up -34, NPY-Y2 antag 1, GALR2 antag 16, E-sel TNF inh -79, Yeast growth inh -41, Measles CPE 33, HCT116 PTEN-null 94 and Phagocyt inh 2.
Screening COc1ccc(-n2nnnc2SCC(=O)c2ccc(O)c(O)c2)cc1 returned MRP1 act -0.8, bCat KO growth 21, Yeast lifespan up -15, NPY-Y2 antag 0, GALR2 antag 4, E-sel TNF inh -8, Yeast growth inh -61, Measles CPE 14, HCT116 PTEN-null 24 and Phagocyt inh 2.
Screening Cc1ccc(C)c(S(=O)(=O)N2CCCOC2CNC(=O)C(=O)NCc2ccco2)c1 (stereo unspecified) returned MRP1 act -2.2, bCat KO growth 103, Yeast lifespan up 4, NPY-Y2 antag 2, GALR2 antag 6, Yeast growth inh -18, Measles CPE 11, HCT116 PTEN-null 99 and Phagocyt inh -9.
For Cc1nn(CC(=O)Nc2ccc(C(=O)N(C)C)cc2)c(=O)c2ccccc12 the results were MRP1 act -0.8, bCat KO growth 93, Yeast lifespan up 5, NPY-Y2 antag 2, GALR2 antag -11, E-sel TNF inh 10, Yeast growth inh -9, Measles CPE 15, HCT116 PTEN-null 95 and Phagocyt inh -3.
Screening Cc1cccc(Nc2nc(-c3cccs3)cs2)n1 returned MRP1 act -7.0, bCat KO growth 51, NPY-Y2 antag -1, GALR2 antag 8, E-sel TNF inh -20, Yeast growth inh -58, Measles CPE 23 and HCT116 PTEN-null 52.
CCCOc1ccc(N2CC(C(=O)Nc3ccccc3F)CC2=O)cc1 (stereo unspecified) was read as MRP1 act -0.1, bCat KO growth 94, Yeast lifespan up -11, NPY-Y2 antag 1, GALR2 antag -2, E-sel TNF inh -17, Yeast growth inh -12, Measles CPE 3, HCT116 PTEN-null 91 and Phagocyt inh 0.
O=C(COc1ccc(Cl)cc1Cl)NN=C1c2ccccc2-c2ccccc21 was read as MRP1 act -5.4, bCat KO growth 19, Yeast lifespan up 0, NPY-Y2 antag 2, GALR2 antag -7, Yeast growth inh -36, Measles CPE 8, HCT116 PTEN-null 6 and Phagocyt inh 1.
CN1CC(=O)N(CC(=O)Nc2ccc(Cl)c(C(F)(F)F)c2)C1=O was read as MRP1 act -2.0, bCat KO growth 87, Yeast lifespan up -20, NPY-Y2 antag 1, GALR2 antag -6, E-sel TNF inh 16, Yeast growth inh -39, Measles CPE 6 and HCT116 PTEN-null 90.
For O=C(Cc1ccccc1)Nc1scc(-c2ccccc2)c1C(=O)N1CCOCC1 the results were MRP1 act -1.3, bCat KO growth 80, Yeast lifespan up -7, NPY-Y2 antag 3, GALR2 antag 2, E-sel TNF inh 3, Yeast growth inh -47, Measles CPE 3, HCT116 PTEN-null 70 and Phagocyt inh -2.
O=C(Nc1ccc(-c2nc3cc(Cl)ccc3c(=O)o2)cc1)c1ccco1 was read as MRP1 act 3.6, bCat KO growth 97, Yeast lifespan up -6, NPY-Y2 antag 1, GALR2 antag 3, Yeast growth inh -8, Measles CPE 12 and HCT116 PTEN-null 85.
Screening CCc1nnc2c3cnn(-c4ccccc4)c3ncn12 returned MRP1 act 1.9, bCat KO growth 108, Yeast lifespan up -20, NPY-Y2 antag 7, GALR2 antag -9, E-sel TNF inh 3, Yeast growth inh -71, Measles CPE 1, HCT116 PTEN-null 101 and Phagocyt inh 3.
`O=C(CSc1nnc(CNC(=O)C23CC4CC(CC(C4)C2)C3)n1-c1ccc(F)cc1)Nc1ccc(F)cc1` gave MRP1 act -1.0, bCat KO growth 100, Yeast lifespan up -5, NPY-Y2 antag 3, GALR2 antag -11, E-sel TNF inh -10, Yeast growth inh 9, Measles CPE 10, HCT116 PTEN-null 97 and Phagocyt inh -1.
For CCOC(=O)N1CCN(C(=O)c2cn(C)c(=O)c3c2c2ccccc2n3C)CC1 the results were MRP1 act -1.5, bCat KO growth 84, Yeast lifespan up -18, NPY-Y2 antag 0, GALR2 antag -2, Yeast growth inh -35, Measles CPE 22, HCT116 PTEN-null 66 and Phagocyt inh -3.
Screening CCCCOC(=O)Nc1sc2nc(C)cc(C)c2c1-n1cccc1 returned MRP1 act -3.9, bCat KO growth 85, Yeast lifespan up 6, NPY-Y2 antag 4, GALR2 antag -4, E-sel TNF inh 16, Yeast growth inh -44, Measles CPE 7, HCT116 PTEN-null 97 and Phagocyt inh 2.
CCOc1ccc(C(O)Cc2nc3ccccc3n2C)cc1 (stereo unspecified) was read as MRP1 act 0.5, bCat KO growth 90, NPY-Y2 antag 0, GALR2 antag 24, E-sel TNF inh 4, Yeast growth inh -8, Measles CPE 3 and HCT116 PTEN-null 96.
`COc1ccc(C(=O)N2CCN(c3c(C)cccc3C)CC2)cc1OC` gave MRP1 act 0.3, bCat KO growth 91, Yeast lifespan up 0, NPY-Y2 antag 3, GALR2 antag -14, E-sel TNF inh 24, Yeast growth inh -27, Measles CPE 17, HCT116 PTEN-null 88 and Phagocyt inh 1.
Screening Cc1cc(C)c2c(=O)[nH]c(=O)n(Cc3ccccc3)c2n1 returned MRP1 act -4.0, bCat KO growth 93, Yeast lifespan up -5, NPY-Y2 antag 5, GALR2 antag -1, E-sel TNF inh -7, Yeast growth inh -33, Measles CPE 10, HCT116 PTEN-null 87 and Phagocyt inh 1.
`Cc1ccc(C(C(=O)NCc2ccc(F)cc2)N(C(=O)c2csnn2)C2CC2)o1` (stereo unspecified) gave MRP1 act -4.3, bCat KO growth 95, Yeast lifespan up -5, NPY-Y2 antag 1, GALR2 antag -3, E-sel TNF inh 15, Yeast growth inh 3, Measles CPE 16, HCT116 PTEN-null 99 and Phagocyt inh 0.
For CCOc1ccc(NC(=O)CN(C2CCCCC2)S(C)(=O)=O)cc1 the results were MRP1 act -1.1, bCat KO growth 80, Yeast lifespan up 42, NPY-Y2 antag 2, GALR2 antag -4, E-sel TNF inh -13, Yeast growth inh -7, Measles CPE 14, HCT116 PTEN-null 76 and Phagocyt inh 2.

3 entries from above, ordered by length of the SMILES, low to high.
Screening CCc1nnc2c3cnn(-c4ccccc4)c3ncn12 returned MRP1 act 1.9, bCat KO growth 108, Yeast lifespan up -20, NPY-Y2 antag 7, GALR2 antag -9, E-sel TNF inh 3, Yeast growth inh -71, Measles CPE 1, HCT116 PTEN-null 101 and Phagocyt inh 3.
`COc1ccc(C(=O)N2CCN(c3c(C)cccc3C)CC2)cc1OC` gave MRP1 act 0.3, bCat KO growth 91, Yeast lifespan up 0, NPY-Y2 antag 3, GALR2 antag -14, E-sel TNF inh 24, Yeast growth inh -27, Measles CPE 17, HCT116 PTEN-null 88 and Phagocyt inh 1.
`Cc1ccc(C(C(=O)NCc2ccc(F)cc2)N(C(=O)c2csnn2)C2CC2)o1` (stereo unspecified) gave MRP1 act -4.3, bCat KO growth 95, Yeast lifespan up -5, NPY-Y2 antag 1, GALR2 antag -3, E-sel TNF inh 15, Yeast growth inh 3, Measles CPE 16, HCT116 PTEN-null 99 and Phagocyt inh 0.

Source: PubChem BioAssay (several laboratories)

The order is random; about 6.1% have a hit in one of these screens.
